# Source: PubChem BioAssay
# PGC1a acetyl inh: modulators of PGC1a acetylation | inhibition, % at 15.6 µM | AID 651687 | U2OS PGC1a acetylation, AlphaScreen anti-acetyl-lysine; with virally co-expressed GCN5 acetyltransferase | 350,000 compounds, 0.17% hits;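 active means every replicate shows inhibition of at least 40%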;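 further: 0% = neutral control wells and 100% = positive control wells; some results beyond the cut were filed as inactive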
# PAX8 inh HTS: lowers PAX8-driven luciferase in RMG-I cells. RMG-I TPO-luciferase reporter, SteadyGlo, 24 h. inhibition, % at 12.6 µM. 360,000 compounds, 1.2% hits;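 active means mean replicate inhibition at least 60% with every replicate also reaching 60%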;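 further: luciferase light reporting Pax8 driven TPO promoter activity; plate controls were median of neutral control wells for no effect and mitoxantrone controls for full effect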
# Cneo AK release: causes C. neoformans cell lysis. adenylate kinase release luminescence, 4 h; normalised: neutral wells 0, clomiphene wells 100. lysis activity, % at 15 µM. 360,000 compounds, 0.2% hits. AID 651654;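 active means mean lysis activity across replicates of at least 80%, whatever share of replicates individually reach that level; inactive means mean lysis activity below 80%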
#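 Assay system: C. neoformans cells. Amount: yeast cell density of 5 × 10^6 cells/mL. Technique: AK luminescence. Buffer or medium: YPD. Times: static 4 h at 37 °C with compound, 1 h detection. Dosing: single-point compound dose. Read-out: lysis from increased AK signal.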
# INS-1E GSIS act: GLuc luminescence reporter in INS-1E cells, primary screen for activators of glucose-dependent secretion of insulin; AID 743287; INS-1E GLuc reporter insulin secretion, 2-3 h; 370,000 compounds, 0.61% hits; activation, % at 16.6 µM;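 active means lowest replicate activation of at least 40%, so every replicate reaches that level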;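 further: 0% = median of neutral control wells and 100% = median of IBMX positive control wells; some compounds called inactive have numbers as strong as hits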
# ARNT-TACC3 inh: disrupts binding between human ARNT and TACC3 | AlphaScreen His-ARNT PAS-B/GST-TACC3 binding, luminescence; TACC3 fragment carries E629A point mutation | AID 623870 | Q9Y6A5 | inhibition, % at 9.99 µM | 390,000 compounds, 0.66% hits;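 active means mean inhibition of replicates at least 50% and at least half of replicates each reaching 50%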;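 further: 0% = complete ARNT plus TACC3 wells and 100% = ARNT alone without TACC3; many hits fall short of the cut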
# LGR2 antag: Drosophila LGR2 receptor signaling inhibition; HEK293 LGR2, CRE-luciferase, bursicon-stimulated, 4 h; inhibition, % at 9.99 µM; 380,000 compounds, 0.35% hits; AID 720647;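 active means drop in luminescence signal, shown as inhibition above about 50% in the replicate tests, limit read from the data, passing the limit was not always enough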;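 further: agonist challenge used bursicon conditioned medium at about half maximal strength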
# PglD DTNB: blocks C. jejuni PglD acetyltransferase activity | 360,000 compounds, 0.098% hits | inhibition, % at 12.5 µM | purified PglD enzyme, DTNB colorimetric CoA detection; in the data active means inhibition above about 16%, passing the limit was not always enough; further: strong numbers were not always called active
# Statin myotox sup: suppression of simvastatin myotoxicity; 330,000 compounds, 0.78% hits; AID 602340; C2C12 myotubes + simvastatin, ATP luminescence, 48 h; scaled: DMSO 0, geranylgeraniol control 100; rescue of ATP level, % at 7.49 µM;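 active means mean ATP rescue above about 67%, or every replicate alone reaching that limit, limit read from the data, passing the limit was not always enough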;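 further: myotubes were challenged with 10 µM simvastatin during compound exposure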
# * hit, by the source's call; / = no result given; & = joins results of further samples. Rows are unselected. Share with any hit: about 2.9%.
SMILES,PGC1a acetyl inh,PAX8 inh HTS,Cneo AK release,INS-1E GSIS act,ARNT-TACC3 inh,LGR2 antag,PglD DTNB,Statin myotox sup
CCc1nnc(NC(=O)c2ccc(S(=O)(=O)N(CC(C)C)CC(C)C)cc2)o1,-20.3,/,0.0,/,2.8,/,0.4,-12.6
O=S(=O)(NCCOc1ccccc1)c1ccc2ccccc2c1,-13.2,-7.9,0.2,/,9.6,/,-0.6,-4.9
CCN(CC)CCn1c(=N)n(CC(O)COc2ccccc2)c2ccccc21 (stereo unspecified),38.8,11.9,0.4,51.2*,-0.6,1.5,4.5,/
O=C(c1cccnc1)N1CCCCN2[C@H](CO)[C@@H](c3ccc(C#Cc4ccccn4)cc3)[C@H]2C1,9.4,-20.5,-0.9,8.8,8.7,-8.9,-1.2,-9.3
CN(C)C(=O)c1cccc(-c2ccc(C3[C@H]4CNC[C@@H]3N4Cc3cccc(C(F)(F)F)c3)cc2)c1 (stereo partly specified),-2.9&-4.3,17.6&-4.5,/,-18.4&5.4,/,-8.6&-18.4,/,/
CCOC(=O)c1[nH]c(C)c(C(=O)NCc2ccco2)c1C,/,-7.0,-0.1,18.7,-1.4,7.0,-1.8,3.7
CO[C@H]1CN(C)C(=O)c2cc(NC(=O)C3CC3)ccc2OC[C@@H](C)N(C)C[C@@H]1C,-3.8,2.7,-13.2,15.4,-3.6,9.8,8.0,12.7
CC(C)C1COC(c2cccn2Cc2ccccc2Cl)=N1 (stereo unspecified),-7.2,-1.5,-0.9,-1.1,/,15.3,-5.9,7.3
COc1ccccc1N=C(C)C1=C(O)COC1=O,14.8,/,-1.9,/,-2.3,/,-0.1,3.5
C[C@@H]1CCCCO[C@H](CN(C)C(=O)Nc2cccc3ccccc23)[C@H](C)CN([C@@H](C)CO)C(=O)c2cc(NC(=O)C3CCCCC3)ccc2O1,-7.9,29.0,-1.0,0.6,-4.4,-4.1,-1.0,/
O=C(NCCCC1CCCC1)C1CCC(=O)N(Cc2ccc(Cl)cc2)C1 (stereo unspecified),-3.8,/,4.2,/,6.5,-7.5,3.7,12.9
COc1cccc2c1cc1c(=O)n(CC(=O)NCc3ccccn3)nc(C)n12,17.5,/,-1.8,/,-13.1,/,3.7,0.8
O=C(Nc1ccnn1C1CCN(Cc2cccc(OCCO)c2)CC1)C1CCOC1 (stereo unspecified),7.0,-5.7,-2.3,-4.9,5.7,4.5,-1.6,/
CCCCC(CC)CNC(=O)CC1Nc2c3ccccc3nc(=S)n2C1=O (stereo unspecified),2.5,-4.9,/,-9.4,-4.4,-7.2,/,/
O=[N+]([O-])c1ccc(F)cc1OCc1nc(-c2cccs2)no1,0.1,-152.4,/,-6.0,-2.5,-89.3,/,/
CCOc1ccc(CCNC(=O)c2ccc3ccccc3n2)cc1OCC,2.2,/,-1.2,-42.1,0.6,-33.1,2.7,-19.8
NS(=O)(=O)c1cccc(NC(=O)COC(=O)/C(=C/c2cccs2)c2cccs2)c1,/,-10.8,/,-3.0,12.5,17.7,/,/
N#Cc1cnc(SCC(=O)N2CCCCC2)nc1N,7.0,-7.6,2.0,3.0,-2.5,-6.9,6.8,-3.5
Cc1ccc(-c2ccc(SCC(=O)Nc3ccc4c(c3)OCCO4)nn2)cc1,3.1,-21.8,-0.4,-0.4,-5.3,-22.9,-0.1,/
CCCc1nc2oc3c(NCc4ccccn4)ncnc3c2c2c1COC(C)(C)C2,-3.9,-7.4,14.4,/,2.3,/,4.2,-7.3
C[C@@H]1CN([C@@H](C)CO)C(=O)c2cc(NS(=O)(=O)c3ccccc3)ccc2O[C@H]1CN(C)S(=O)(=O)c1ccc(Cl)cc1,-3.5,8.2,/,-16.3,/,13.5,/,-31.4
CC(=O)Nc1ccc(S(=O)(=O)N2CCC(c3nc4ccccc4[nH]3)CC2)cc1,-0.6,/,-1.1,0.8,-5.3,/,0.5,10.2
COc1ccccc1S(=O)(=O)Cc1ccc(C(=O)NC2CCCCCC2)o1,/,2.1,/,5.5,-4.0,8.0,/,/
COC(=O)c1ccc(S(=O)(=O)N2CCC(c3nc4ccccc4o3)CC2)cc1,-6.6,/,-0.2,48.4,-3.6,-4.3,0.7,0.0
CC1CN(c2nc3ccccc3nc2SCC(=O)Nc2ccc(F)cc2)CC(C)O1 (stereo unspecified),-8.8,2.9,-0.5,/,0.7,6.7,-1.7,32.0
CC(C)Oc1ccc(S(=O)(=O)N2CCCCC2)cc1NC(=O)CN1CCCC1c1cccs1 (stereo unspecified),-2.7,50.7,/,2.8,/,3.3,/,-43.9
Cc1noc(C)c1NC(=O)Nc1ccc2c(c1)C(=O)N([C@H](C)CO)C[C@@H](C)[C@H](CN(C)S(=O)(=O)c1ccccc1)OCCCC[C@H](C)O2,-0.9,-12.6,-0.3,-7.8,-7.8,-4.5,0.8,/
CCn1ccnc1CN1CCc2c([nH]c3ccccc23)C1C(C)(C)C (stereo unspecified),-21.9,12.9,/,-11.7,10.8,-5.3,/,-8.3
O=C(N=C1SC2CS(=O)(=O)CC2N1c1ccccc1)c1ccccc1 (stereo unspecified),-6.6,5.6,0.4,13.6,-6.7,8.4,1.0,18.7
Cc1cccn2c(=O)c(/C=C(\C#N)C(=O)NC3CCS(=O)(=O)C3)c(Oc3ccccc3Cl)nc12 (stereo unspecified),3.5,38.5,-0.4,7.1,2.6,-12.2,-2.0,20.1
COc1ccc(CC(=O)Nc2sc3c(c2C(N)=O)CCCC3)cc1OC,/,17.3,-0.6,7.5,/,-1.4,0.6,-55.6
COc1ccc(CCNC(=O)C2CCCN2C(=O)NC2CCCCC2)cc1OC (stereo unspecified),/,-2.9,0.3,/,-10.9,/,0.3,/
O=C(Nc1nnc(S(=O)(=O)N2CCOCC2)s1)c1cccc(F)c1,4.1,-96.0,-1.3,-13.8,-3.6,-14.3,4.5,-11.0
CSc1nc(NCc2ccco2)c2sc3nc(C(C)C)c4c(c3c2n1)CC(C)(C)OC4,6.0,/,-2.6,/,-21.1,/,-0.3,-10.6
O=C(CCS(=O)(=O)c1ccc2c(c1)NC(=O)CO2)NCc1ccccc1,12.8,-5.1,0.2,2.5,-11.3,7.4,-5.2,-0.5
C[C@@H]1CCCCO[C@H](CN(C)Cc2ccc(C(F)(F)F)cc2)[C@@H](C)CN([C@@H](C)CO)C(=O)c2cc(NC(=O)NC3CCCCC3)ccc2O1,20.8,30.7,1.5,-19.6,-1.3,5.2,1.3,/

# In another format: 5 of the compounds above
compound	PGC1a acetyl inh	PAX8 inh HTS	Cneo AK release	INS-1E GSIS act	ARNT-TACC3 inh	LGR2 antag	PglD DTNB	Statin myotox sup
CCc1nnc(NC(=O)c2ccc(S(=O)(=O)N(CC(C)C)CC(C)C)cc2)o1	-20.3	/	0.0	/	2.8	/	0.4	-12.6
O=S(=O)(NCCOc1ccccc1)c1ccc2ccccc2c1	-13.2	-7.9	0.2	/	9.6	/	-0.6	-4.9
CCN(CC)CCn1c(=N)n(CC(O)COc2ccccc2)c2ccccc21 (stereo unspecified)	38.8	11.9	0.4	51.2*	-0.6	1.5	4.5	/
O=C(c1cccnc1)N1CCCCN2[C@H](CO)[C@@H](c3ccc(C#Cc4ccccn4)cc3)[C@H]2C1	9.4	-20.5	-0.9	8.8	8.7	-8.9	-1.2	-9.3
CN(C)C(=O)c1cccc(-c2ccc(C3[C@H]4CNC[C@@H]3N4Cc3cccc(C(F)(F)F)c3)cc2)c1 (stereo partly specified)	-2.9&-4.3	17.6&-4.5	/	-18.4&5.4	/	-8.6&-18.4	/	/

# (further entries)
SMILES,PGC1a acetyl inh,PAX8 inh HTS,Cneo AK release,INS-1E GSIS act,ARNT-TACC3 inh,LGR2 antag,PglD DTNB,Statin myotox sup
CCOC(=O)C(NC(=O)c1ccccc1)C(C)(C)SCc1ccccc1 (stereo unspecified),12.6,-3.6,/,1.8,/,7.4,/,4.6
CC(C)CC#Cc1cnc2c(c1)C(=O)N([C@H](C)CO)C[C@H](C)[C@H](CN(C)C(=O)c1ccc(F)cc1)O2,7.3,/,-0.6,-24.8,2.3,5.2,2.4,23.9
CC(C)NC(=O)N(C)C[C@H]1Oc2cc(-c3ccncc3)ccc2S(=O)(=O)N([C@@H](C)CO)C[C@H]1C,4.1,/,4.5,6.3,-4.6,0.3,2.2,-16.7
CCC(C)NCCCCOc1ccc(Br)cc1 (stereo unspecified),/,-5.4,/,-20.7,-5.0,-3.5,/,/
CCOc1ccc(S(=O)(=O)n2nc(C)cc2C)c2ccccc12,2.7,/,-0.3,/,-2.6,/,-1.2,-2.4
O=C(COc1ccc(C2SCCS2)cc1)Nc1ccc(Cl)cc1,-4.5,11.9,/,/,-10.1,/,/,19.0
CC(C)(C)CC(C)(C)NC(=S)N1CCN(Cc2ccc3c(c2)OCO3)CC1,8.0,-5.1,/,5.8,6.2,-2.2,/,/
O=C(CNc1ccccc1)Nc1cccc2ccccc12,-0.7,8.3,5.6,3.7,6.9,-19.9,4.3,4.1
N#CC(C#N)=C/C=C(\Nc1ccc(Cl)cc1)c1ccc(Cl)cc1,1.9,-10.8,-0.9,/,-6.9,8.1,-8.3,-31.8
Cc1cc(SCc2ccc(F)cc2)nc(=O)[nH]1,4.9,-12.0,-0.8,15.2,-3.3,8.3,-4.1,0.0
COc1ccccc1NC(=O)COc1ccc(C(=O)OCC(=O)N2CCCC2=O)cc1OC,2.7,1.6,-1.3,/,/,/,-1.4,-4.8
CCCCN1C(N)=NC[C@@H]1C(C)O (stereo partly specified),/,8.3,2.1,20.1,-2.5,-14.6,-3.0,7.0
Cc1cccc(CS(=O)(=O)c2ncc(Cl)c(C(=O)Nc3c(C)cccc3C)n2)c1,/,-12.9,2.2,79.8*,-0.4,17.1,-6.3,32.9
Cc1ccc(OCCC(=O)OCC(=O)Nc2cc(C)nn2-c2ccccc2)cc1,-2.3,-5.8,-1.9,2.0,-2.5,-2.1,-2.3,2.4
CC1(C)Cc2c(sc(NC(=O)C(=O)N3CCN(CCO)CC3)c2C(N)=O)CO1,4.6,-12.7,-2.9,5.3,3.2,-2.9,1.7,-2.3
C=CCc1cccc(/C=N/NC(=O)CNc2ccccc2)c1O,3.1,/,4.5,/,0.4,/,-0.5,11.0
C[C@@H]1CN([C@@H](C)CO)C(=O)c2cc(/C=C/c3ccccc3)cnc2O[C@@H]1CN(C)C(=O)C1CC1,4.0,/,/,-7.2,/,-1.7,/,19.3
Cc1c(Nc2ncnc3c2cnn3-c2ccccc2)c(=O)n(-c2ccccc2)n1C,6.8,/,0.1,/,-8.3,/,2.9,4.6
COc1ccc(NS(=O)(=O)c2cc(NC(=O)Cc3n[nH]c(=O)c4ccccc34)ccc2OC)cc1,/,22.6,-1.0,-2.0,-0.9,0.7,-4.1,3.5
Cc1ccc(/C=N/NC(=O)C[n+]2ccccc2)o1,5.5,-0.4,/,1.6,/,7.2,/,/
Nn1c(-c2ccc(F)cc2)nc2ccccc2c1=O,/,-32.0,-2.1,16.9,0.5,5.1,1.6,8.3
COCCN(C(=O)C1CC(=O)N(Cc2ccccc2)C1)c1nc(-c2ccc([N+](=O)[O-])cc2)cs1 (stereo unspecified),-7.2,3.7,2.0,8.3,6.6,2.1,0.8,-0.9
COc1ccc(-c2cc(C(=O)OCC(=O)N3CCCCC3)c3ccccc3n2)cc1OC,/,-48.2,/,18.0,-9.6,17.2,/,/
COCCN1C(=O)c2oc3ccccc3c(=O)c2C1c1ccc(C(=O)OC)cc1 (stereo unspecified),/,7.0,3.8,8.4,-1.6,-5.8,-3.0,-0.8
O=C(Cn1cnc2cc([N+](=O)[O-])ccc2c1=O)NC(c1ccccc1)c1ccccc1,7.6,16.5,-0.2,3.2,-3.9,-9.7,1.6,-36.5
